SR-BI uptake up = activators of SR-BI mediated DiI-HDL uptake, primary screen, ldlA[mSR-BI] CHO cells, DiI fluorescence; 3 h; 100 = double the neutral-control signal; AID 504775, 2011; actives 0.096% (n = 320,000); activation, % at 12.5 µM;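 active means mean replicate activation of at least 60% and every replicate at or above 60%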;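 further: 0% = median plate neutral-control signal and 100% = twice that signal; values of inactives mirror those of a sister screen read the other way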
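material = CHO ldlA[mSR-BI] cells | medium = Ham's F12 with 0.5% BSA, HEPES 25 mM, pH 7.4 | reagent = fluorescent DiI-HDL, 10 µg/mL final | compound dosing = single-point compound dose | incubation = 3 h, 37 °C | measured by = bottom-read fluorescence, 550/595 nm | measure = HDL uptake via cellular fluorescence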
NSD2 HMT inh = NSD2 histone methyltransferase inhibitors, primary screen, biochemical, AlphaScreen, single concentration, set 2; Histone-lysine N-methyltransferase NSD2 (Homo sapiens), O96028; NSD2 peptide methylation, 120 min; inhibition, % at 12.5 µM; actives 0.54% (n = 310,000); AID 743445, 2014; in the data active means inhibition above about 50%
CAL PDZ FP-1 = untagged CAL PDZ binding inhibitors, primary screen, biochemical, fluorescence polarization, HTS. inhibition, % at 24.9 µM. AID 602252, 2012. actives 0.92% (n = 300,000). Golgi-associated PDZ and coiled-coil motif-containing protein (Homo sapiens), Q9HD26. purified CAL PDZ, TMR-peptide fluorescence polarization, 1 h;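 active means mean inhibition of at least 30% with at least half of replicates also reaching 30%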;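 further: 0% = DMSO neutral control and 100% = excess unlabeled competitor peptide PRC23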
PfHsp90 yeast 2 = growth inhibition of PfHsp90-expressing yeast, primary screen, antimalarial PfHsp90 inhibitor project, S. cerevisiae, BacTiter-Glo luminescence, single point, set 2 | BacTiter-Glo ATP, 48 h; yeast lacking PDR1 and PDR3 efflux regulators | inhibition, % at 9.4 µM | actives 0.32% (n = 310,000) | AID 504621, 2011;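 active means every replicate shows inhibition above about 80%, whatever the replicate mean, limit read from the data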;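 further: 0% = DMSO neutral controls and 100% = 20 µM radicicol positive controls; yeast relying on Plasmodium falciparum Hsp90 in place of its own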
SR-BI HDL uptake = inhibitors of SR-BI mediated HDL lipid uptake, primary screen, ldlA[mSR-BI] cells, fluorescence, single point. AID 488896, 2010. inhibition, % at 12.5 µM. ldlA[mSR-BI] CHO cells, DiI-HDL uptake fluorescence, 3 h. actives 0.96% (n = 320,000);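 active means mean replicate inhibition of at least 70% and a set share of replicates each scoring 70 or more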;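 further: 0% = median of neutral control wells and 100% = median of positive control wells; values of inactives mirror those of a sister screen read the other way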
Rtt109 Vps75 = inhibitors of C. albicans Rtt109/Vps75 HAT, primary screen, biochemical, ThioGlo CoA-SH fluorescence, plate reader; Histone acetyltransferase RTT109 (Candida albicans (strain SC5314 / ATCC MYA-2876)), …; purified Rtt109/Vps75, 4 h; inhibition, % at 34.9 µM; actives 0.16% (n = 330,000); AID 540336, 2011;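 active means inhibition of at least 50% in every replicate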
MITF TRPM1 HTS = activators of MITF-driven TRPM1 promoter reporter, primary screen, cell-based, SK-MEL-5, luciferase, single point | SK-MEL-5 TRPM1-promoter luciferase, 24 h; % of positive control, neutral wells = 0 | activation, % at 12.5 µM | actives 0.75% (n = 300,000) | AID 588334, 2011;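 active means mean activation of at least 80% with every replicate also reaching 80%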;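 further: 0% = neutral control wells and 100% = parthenolide positive control wells; values of inactives mirror those of a sister screen read the other way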
dFosB activator = activators of delta FosB homodimer, primary screen, biochemical, fluorescence polarization, TAMRA-CDK5 oligo, single point | Protein FosB (Mus musculus), P13346 | purified delta FosB; percent of positive-control signal above neutral wells | activation, % at 25 µM | actives 0.99% (n = 340,000) | AID 493131, 2011;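 active means mean activation above about 17%, with every replicate also reaching it, limit read from the data, passing the limit was not always enough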;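 further: fluorescence polarization rise as delta FosB binds a TAMRA Cdk5 AP-1 oligo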
PvdQ acylase = P. aeruginosa PvdQ acylase inhibitors, primary screen, biochemical, fluorescence, plate reader and imaging, single point; PvdQ acylase [Pseudomonas aeruginosa LESB58]; purified PvdQ acylase; inhibition, % at 10 µM; actives 0.063% (n = 340,000); AID 488965, 2010; in the data active means inhibition above about 30%, passing the limit was not always enough;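 further: 0% = vehicle neutral wells and 100% = reference inhibitor wells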
CAL PDZ FP-2 = CAL PDZ peptide-binding inhibitors, primary screen, biochemical, fluorescence polarization, Cer-tagged CAL PDZ, HTS; Golgi-associated PDZ and coiled-coil motif-containing protein (Homo sapiens), Q9HD26; purified CAL PDZ, TMR-peptide fluorescence polarization, 1 h; inhibition, % at 20 µM; actives 0.02% (n = 330,000); AID 504414, 2011;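 active means highest replicate inhibition of at least 40%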;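 further: plate controls were DMSO neutral control wells for no effect and unlabeled competitor peptide control wells for full effect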
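Test system: purified CerCALP PDZ construct; Compound dosing: one concentration, 20 µM compound; Also added: TMR-labelled reporter peptide T*-PRC34 bound in PDZ groove; Read-out: inhibition from polarization loss; Controls: unlabelled peptide and DMSO controls; Signal: FP readout, S and P plane fluorescence; Incubation: 1 h at RT.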
* hit, by the source's call; . = not tested or not shown.

SMILES,SR-BI uptake up,NSD2 HMT inh,CAL PDZ FP-1,PfHsp90 yeast 2,SR-BI HDL uptake,Rtt109 Vps75,MITF TRPM1 HTS,dFosB activator,PvdQ acylase,CAL PDZ FP-2
N/C(COc1cccc(C(F)(F)F)c1)=N\NC(=O)c1cccnc1Oc1ccccc1,-11,5,2,14,11,6,8,-13,11,-1.0
Cc1cc(C(=O)N/N=C/c2ccc(-c3cccc([N+](=O)[O-])c3)o2)n[nH]1,-12,0,2,7,12,-6,6,33*,-3,0.5
CCN1CCCC1CNC1=NCCCCC1 (stereo unspecified),-1,.,-6,.,1,20,.,0,6,0.0
O=[N+]([O-])c1ccc(-c2nc(NCC3CCCO3)c3ccccc3n2)cc1 (stereo unspecified),-58,2,-3,14,58,-1,27,1,-3,-1.0
O=C(Nc1cc([N+](=O)[O-])ccc1O)NC1CCS(=O)(=O)C1 (stereo unspecified),20,5,.,-2,-20,12,-7,1,8,-0.9
CC12c3ccccc3C(c3ccccc31)C1C(=O)N(c3cccnc3)C(=O)C12 (stereo unspecified),9,3,-2,-7,-9,-3,6,-3,-12,-2.6
COc1ccccc1NS(=O)(=O)c1cc(C(=O)NCc2cccnc2)ccc1C,-3,-1,-4,6,3,14,-9,-4,6,-1.3
O=C(NC1CCCCC1)c1ccccc1-c1ccccc1,0,1,.,11,0,1,-9,-4,-3,-0.2
CC(C)NS(=O)(=O)c1ccc(NC(=O)C(C)OC(=O)CCCOc2ccccc2)cc1 (stereo unspecified),-22,-1,2,2,22,16,-10,-8,7,-2.9
CCC/C(C#Cc1ccc(N(C)C)cc1)=C1/c2ccccc2C(=O)N1c1ccccc1,-37,.,-4,2,37,-11,4,-2,0,-0.2

Single records, from the list above.
O=C(Nc1cc([N+](=O)[O-])ccc1O)NC1CCS(=O)(=O)C1 (stereo unspecified) reads SR-BI uptake up: 20; NSD2 HMT inh: 5; CAL PDZ FP-1: .; PfHsp90 yeast 2: -2; SR-BI HDL uptake: -20; Rtt109 Vps75: 12; MITF TRPM1 HTS: -7; dFosB activator: 1; PvdQ acylase: 8; CAL PDZ FP-2: -0.9
COc1ccccc1NS(=O)(=O)c1cc(C(=O)NCc2cccnc2)ccc1C reads SR-BI uptake up: -3; NSD2 HMT inh: -1; CAL PDZ FP-1: -4; PfHsp90 yeast 2: 6; SR-BI HDL uptake: 3; Rtt109 Vps75: 14; MITF TRPM1 HTS: -9; dFosB activator: -4; PvdQ acylase: 6; CAL PDZ FP-2: -1.3

Next section:
SMILES,SR-BI uptake up,NSD2 HMT inh,CAL PDZ FP-1,PfHsp90 yeast 2,SR-BI HDL uptake,Rtt109 Vps75,MITF TRPM1 HTS,dFosB activator,PvdQ acylase,CAL PDZ FP-2
CCOc1cc(N2CCOCC2)c(OCC)cc1NC(=O)Cc1ccccc1,12,28,.,-5,-12,-10,.,-1,-7,0.5
CN(C)c1nc(SCc2ccccc2)nc(N2CCOCC2)n1,-8,-1,-2,-16,8,0,15,-4,-13,-0.1
O=S1(=O)c2ccccc2N=NN1Cc1ccc(Cl)cc1,-13,1,0,-3,13,1,-14,-13,-8,-0.2
CC(C)c1ccccc1NC(=O)C1CN(S(=O)(=O)c2ccccc2)CCN1S(=O)(=O)c1ccccc1 (stereo unspecified),1,3,-2,8,-1,10,12,3,-8,-2.6
COc1ccc(NC(=O)C2CCN(S(=O)(=O)c3ccccc3)CC2)cc1,32,0,7,-19,-32,-11,-8,-13,-4,-2.4
Clc1cccc(Cl)c1C1Nc2cccc3cccc(c23)N1,-21,.,.,-6,21,-1,.,1,-22,-1.0
Cc1c(Cl)cccc1NC(=O)Cn1c(CCC(=O)O)ccc1-c1ccccc1,-20,1,-5,-25,20,-3,-3,-6,-4,.
CCCC(O)(c1ccc(OC)cc1)C(CN1CCOCC1)c1ccccc1 (stereo unspecified),-9,-30,-1,-13,9,.,11,-3,0,-3.2
O=C(CSCc1c(F)cccc1Cl)NCC1CCCO1 (stereo unspecified),20,0,-3,.,-20,-9,10,1,-7,0.3
CCc1cc(=O)oc2cc(C)cc(OCC(=O)N3CCC(C(=O)NC(C)C)(c4ccccc4)CC3)c12,-51,-4,-1,-23,51,15,-9,-22,-12,-3.1

SMILES,SR-BI uptake up,NSD2 HMT inh,CAL PDZ FP-1,PfHsp90 yeast 2,SR-BI HDL uptake,Rtt109 Vps75,MITF TRPM1 HTS,dFosB activator,PvdQ acylase,CAL PDZ FP-2
O=S(=O)(Nc1ccncc1)c1ccccc1,6,-1,-3,10,-6,3,.,-3,-14,-2.4
O=C(O)c1ccccc1NC(=O)c1cc(-c2ccccc2)nc2ccccc12,2,.,-4,11,-2,31,-5,-17,5,-3.9
Cc1ccc(C(=O)Oc2cccc(-n3cnnn3)c2)cc1,0,-1,.,-8,0,-13,112*,-7,-13,-1.2
CN1C(=O)C(O)(c2nnc(-c3ccccc3)o2)c2ccccc21 (stereo unspecified),21,-1,.,-9,-21,-13,19,0,-6,0.6
Cn1ccnc1SCC(=O)N(C1CCCCC1)C1CCCCC1,2,2,1,-87,-2,24,1,2,1,-1.9
Cc1ccc(C(O)(C(=O)NNc2ccccn2)c2ccc(C)cc2)cc1,-3,0,-1,2,3,5,-10,-7,7,-0.8
S=C(N/N=C/c1ccco1)NC1CC2CCC1C2 (stereo unspecified),-25,3,-8,-10,25,-2,32,-9,-12,.
COc1ccc(NC(=O)COc2ccccc2C)cc1S(=O)(=O)N1CCCCC1,-22,13,-2,.,22,7,-12,-17,-6,-3.3
Cc1ccc(CNC(=O)CN(Cc2cccs2)C(=O)C2(C)CC(=O)N=C3C=CC=CN32)cc1 (stereo unspecified),11,0,-5,-27,-10,3,-1,-3,3,-0.3
Cc1nc(SCc2ccc(O)c([N+](=O)[O-])c2)n[nH]1,44,0,-1,12,-44,0,-4,9,-16,0.3

SMILES,SR-BI uptake up,NSD2 HMT inh,CAL PDZ FP-1,PfHsp90 yeast 2,SR-BI HDL uptake,Rtt109 Vps75,MITF TRPM1 HTS,dFosB activator,PvdQ acylase,CAL PDZ FP-2
COC(=O)C(C)(C)ONC(=O)Nc1ccccc1[N+](=O)[O-],0,3,-7,16,0,2,12,-2,-6,-1.0
CCc1ccc2oc(C(=O)Nc3nonc3C)c(C)c2c1,-3,-1,-2,-30,3,1,50,3,10,-1.6
Cc1cc(C)c(NC(=O)C2CCCN2CCOC(=O)c2ccccc2)c(C)c1 (stereo unspecified),16,-8,3,7,-16,13,-7,-6,-3,-2.0
COc1ccc(N2CCN(C(=O)C3COc4ccccc4O3)CC2)cc1 (stereo unspecified),-2,18,-3,-9,2,6,15,-12,-10,-3.9
Cc1nn(-c2ccccc2)nc1C(=O)OCC(=O)N1CCC(C)CC1,-8,-5,-1,13,8,-2,2,-7,-4,0.7
Cn1c(=O)c2c(nc(CN3CCC(Cc4ccccc4)CC3)n2CCN2CCOCC2)n(C)c1=O,22,2,7,-28,-22,-1,9,-5,-13,-3.1
CCCCN1C2=C(C(=O)CCC2)C(c2ccc(Cl)c(Cl)c2)C2=C1c1ccccc1C2=O (stereo unspecified),-85,12,11,9,85*,3,1,-12,-7,0.0
COc1ccc(-c2oc3ncn4nc(COc5ccccc5)nc4c3c2-c2ccc(OC)cc2)cc1,-57,24,.,.,57,2,3,-18,4,-1.9
COc1ccc(/C=C(\C#N)C(=O)Nc2cccc(C)n2)cc1,.,-3,-3,-14,.,.,-16,-4,-14,0.3
COc1nc(NC(C)C)nc(N(C#N)CN2C(=O)c3ccccc3S2(=O)=O)n1,10,.,4,4,-10,.,-11,-1,4,-0.9

SMILES,SR-BI uptake up,NSD2 HMT inh,CAL PDZ FP-1,PfHsp90 yeast 2,SR-BI HDL uptake,Rtt109 Vps75,MITF TRPM1 HTS,dFosB activator,PvdQ acylase,CAL PDZ FP-2
Fc1ccc(N2CCN(Cc3nnc(-c4ccccc4)o3)CC2)cc1,26,1,-1,23,-26,4,7,-7,-17,-2.6
O=C(NCc1ccccn1)C(C(=O)c1ccc(F)cc1)n1ccccc1=O (stereo unspecified),-40,0,.,.,40,1,1,-2,-1,-0.8
O=C(Nc1ccc(Br)cc1)c1cccnc1N1CCCCC1,-29,-3,-4,-2,29,9,-10,-8,-4,-1.5
Cc1ccc(C#CC(C)(O)C(C)(C)C)cn1 (stereo unspecified),-6,27,-8,1,6,-1,-6,0,-9,-1.6
NC(=O)c1ccc(NC(=O)CN2CCN(C(=O)c3ccco3)CC2)cc1,4,-2,-2,16,-4,4,-5,-4,-7,-2.2
COCCn1nnnc1CN1CCC(NC(=O)Nc2cccc(OC)c2)CC1,14,.,0,-18,-14,-1,-9,-2,4,0.2
Cc1ccc(S(=O)(=O)CCC(=O)Nc2ccc3c(c2)OCO3)cc1,11,6,-3,-5,-11,9,-15,-1,9,0.4
Cc1ccc(S(=O)(=O)N2CCN(C(=O)NCc3ccc(C(=O)O)cc3)CC2)cc1,15,-3,-4,-2,-15,4,7,0,-11,-2.1
O=C(O)/C=C/C(=O)Nc1ccc(S(=O)(=O)N2CCCC2)cc1,8,-1,5,-1,-8,64*,7,-1,10,-0.4
CN1C(=O)/C(=C\c2ccc(-c3ccccc3)o2)SC1=S,-21,1,-2,-29,21,0,41,-7,-5,0.8

Screening data as filed in PubChem.
